Bioassay records (PubChem)
HKDC1 inh = HKDC1 hexokinase inhibitors, primary screen, biochemical, fluorescence, uHTS. Q2TB90. recombinant HKDC1, G6PDH/diaphorase resazurin coupled fluorescence. inhibition, % at 20 µM. hit rate 0.16% among 340,000;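 active = inhibition above about 35% when tested at 20 µM, limit read from the data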;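 also: plate controls were DMSO wells with enzyme for no effect and DMSO wells lacking enzyme for full effect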
Target sequence (Q2TB90 whole entry, looked up): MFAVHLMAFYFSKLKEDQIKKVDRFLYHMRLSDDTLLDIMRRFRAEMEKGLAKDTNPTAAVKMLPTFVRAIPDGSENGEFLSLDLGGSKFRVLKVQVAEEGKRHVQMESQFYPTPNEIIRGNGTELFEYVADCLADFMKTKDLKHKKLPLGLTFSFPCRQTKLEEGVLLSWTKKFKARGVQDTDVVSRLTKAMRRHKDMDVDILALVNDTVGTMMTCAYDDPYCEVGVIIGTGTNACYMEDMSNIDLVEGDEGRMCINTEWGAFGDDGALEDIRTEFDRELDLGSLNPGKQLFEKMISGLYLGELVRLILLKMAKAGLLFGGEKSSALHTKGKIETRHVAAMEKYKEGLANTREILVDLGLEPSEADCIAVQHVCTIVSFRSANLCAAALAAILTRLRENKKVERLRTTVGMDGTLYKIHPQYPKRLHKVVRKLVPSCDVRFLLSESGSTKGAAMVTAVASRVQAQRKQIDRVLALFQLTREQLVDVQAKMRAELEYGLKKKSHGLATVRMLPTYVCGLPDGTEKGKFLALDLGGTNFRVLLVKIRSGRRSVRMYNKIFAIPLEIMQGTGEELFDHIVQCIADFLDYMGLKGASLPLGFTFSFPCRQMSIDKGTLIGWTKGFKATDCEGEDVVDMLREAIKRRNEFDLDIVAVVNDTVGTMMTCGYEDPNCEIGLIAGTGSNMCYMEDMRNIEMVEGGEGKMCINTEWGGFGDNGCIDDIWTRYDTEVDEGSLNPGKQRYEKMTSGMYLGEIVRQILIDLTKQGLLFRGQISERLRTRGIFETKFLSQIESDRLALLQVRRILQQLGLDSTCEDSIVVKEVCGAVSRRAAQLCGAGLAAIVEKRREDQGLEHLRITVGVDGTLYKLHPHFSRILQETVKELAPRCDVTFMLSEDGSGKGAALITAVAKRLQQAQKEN
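Test system: recombinant HKDC1 (HK5) hexokinase enzyme, produced in-house / Doses: 20 µM test compound, 1% DMSO / Timing: 90 min, room temperature / Detection: G6PDH/diaphorase-coupled fluorescence, 1 mM NADP, 100 µM resazurin, 525/613 nm / Control set: DMSO wells with and without enzyme mix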
mIAP act = activators of mouse IAP, primary screen, biochemical, luminescence, uHTS; AID 2805, 2010; muIAP, CDP-Star luminescence, 30 min; active compounds read high; 1 = vehicle-only enzyme signal, 0 = enzyme-free wells; activation factor at 10 µM; hit rate 0.24% among 330,000; intestinal alkaline phosphatase [Mus musculus];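 active = activation factor of at least 2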; also: the source names both 10 and 20 µM as test concentration; values of inactives mirror those of a sister screen read the other way
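System: Mouse IAP enzyme | Also added: CDP-Star substrate | Dosing: Compounds dispensed in DMSO | Schedule: 30 min enzyme-substrate-compound incubation at room temperature | Technique: Chemiluminescence readout | Control set: DMSO-only wells and no-enzyme negative control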
PfG6PD inh = PfG6PD enzyme inhibitors, primary screen, biochemical, fluorescence intensity, uHTS. glucose-6-phosphate dehydrogenase-6-phosphogluconolactonase (Plasmodium falciparum 3D7). inhibition, % at 20 µM. PfGluPho enzyme, NADPH resazurin-diaphorase fluorescence. hit rate 0.78% among 350,000;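 active = inhibition reaching at least a set limit at 20 µM in the primary screen, cut at about 59% in these data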;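 also: 0% = DMSO wells with substrate and 100% = DMSO wells lacking glucose-6-phosphate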
A3A deaminase = APOBEC3A ssDNA deaminase inhibitors, primary screen, selectivity assay for APOBEC3G inhibitor project, biochemical, FAM/TAMRA oligo cleavage fluorescence; AID 493011, 2011; recombinant A3A, FAM/TAMRA ssDNA deamination fluorescence; hit rate 0.41% among 330,000; inhibition, % at 20 µM;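 active = at least 40% inhibition at 20 µM here, with at most 30% in a related deaminase screen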;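 also: plate controls were A3A with DMSO for no effect and wells lacking A3A enzyme for full effect; some results filed as inactive read as strong as hits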
Target sequence (P31941 whole entry, looked up): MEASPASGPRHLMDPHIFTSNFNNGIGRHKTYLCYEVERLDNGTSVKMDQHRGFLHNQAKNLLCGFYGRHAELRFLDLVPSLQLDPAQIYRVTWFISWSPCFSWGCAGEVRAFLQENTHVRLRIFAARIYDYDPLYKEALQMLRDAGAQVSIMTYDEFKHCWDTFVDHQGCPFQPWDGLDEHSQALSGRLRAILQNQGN
ATG4B inhibitor = ATG4B protease inhibitors, primary screen, biochemical, fluorescence, uHTS; Cysteine protease ATG4B (Homo sapiens), Q9Y4P1; inhibition, % at 8.33 µM; AID 504462, 2011; hit rate 0.51% among 340,000; ATG4B cleavage of LC3-PLA2, NBD-HPC fluorescence, 1 h; in the data active = inhibition above about 40%
mIAP inh = inhibitors of mouse IAP, primary screen, biochemical, luminescence, uHTS; hit rate 0.2% among 330,000; purified mouse IAP, CDP-Star luminescence, 30 min; inhibition, % at 10 µM; intestinal alkaline phosphatase [Mus musculus];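 active = inhibition of at least 40% at 10 µM in the primary screen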;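 also: plate controls were DMSO with enzyme for no effect and no enzyme wells for full effect; values of inactives mirror those of a sister screen read the other way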
hIAP activ = human IAP activators, primary screen, biochemical, luminescence, uHTS; purified human IAP, CDP-Star luminescence, 30 min; active compounds read high; 1 = vehicle-only enzyme, 0 = enzyme-free background; activation factor at 10 µM; hit rate 0.16% among 330,000; AID 2524, 2010;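 active = activation factor of the enzyme at least 2-fold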; also: the source names both 10 and 20 µM as test concentration; values of inactives mirror those of a sister screen read the other way
hIAP inh = human IAP inhibitors, primary screen, biochemical, luminescence, uHTS; hit rate 0.12% among 330,000; purified IAP, CDP-Star luminescence, 30 min; Intestinal-type alkaline phosphatase (Homo sapiens), P09923; AID 2544, 2010; inhibition, % at 10 µM;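 active = inhibition reaching a set limit with compound at 10 µM in the primary screen, cut at about 35% in these data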;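 also: plate controls were DMSO wells with enzyme for no effect and no-enzyme buffer wells for full effect; values of inactives mirror those of a sister screen read the other way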
Starred values were filed as active, the others as inactive; nt = no result given.

Values run as follows: A3A deaminase, hIAP inh, HKDC1 inh, PfG6PD inh, ATG4B inhibitor, mIAP act, hIAP activ, mIAP inh
CCCc1nn2c(=O)cc(COc3ccc(NC(=O)c4ccco4)cc3)nc2s1
  -4, 18, 0, 14, 8, 0.94, 0.82, 6
Cc1nc2cc(NCc3ccccc3O)ccc2n1Cc1ccccc1
  -3, 13, -3, 6, -5, 1, 0.87, -1
Cn1c(SCC(=O)NCc2ccco2)nnc1C1CCCC1
  -3, -34, -2, 10, 6, 0.98, 1.3, 2
CC(NS(=O)(=O)c1cccc(S(=O)(=O)c2ccccc2)c1)C(=O)O (stereo not given)
  -2, 4, -7, -15, 11, 1.1, 0.96, -7
O=C(Nc1nc(-c2ccc(F)c(F)c2)cs1)c1cnccn1
  7, -32, -2, -4, -8, 0.93, 1.3, 7
COc1cc2c(c(OC)c1OC)C(c1ccc(C)cc1)CC(=O)O2 (stereo not given)
  7, nt, 7, -12, 3, 0.97, nt, 3
CC(C)[C@H]1COCCS(=O)(=O)N1Cc1ccccc1-c1ccccc1
  3, nt, 4, 18, nt, 1.1, nt, -13
O=C(c1ccc(S(=O)(=O)N2CCCCC2)cc1)N1CCN(CCN2C(=O)c3cccc4cccc(c34)C2=O)CC1
  7, -1, 13, 3, -33, 0.96, 1, 4
COc1ccc(NC(=O)c2c(-c3c(Cl)cccc3Cl)noc2C)cn1
  -4, 12, 0, -1, 0, 1.1, 0.88, -7
COc1cc2c(cc1NC(=O)c1cc(-c3cccnc3)nc3ccc(C)cc13)oc1ccccc12
  2, 15, -1, -10, 6, 0.82, 0.85, 18
CC(C)Nc1nnc(SCC(=O)/C=C2\N(C)c3ccccc3C2(C)C)s1
  3, 10, -5, 7, 6, 0.94, 0.9, 6
O=C(Nc1ccc(F)cc1)C1CCC(N2C(=O)c3ccccc3C2=O)CC1 (stereo not given)
  -4, 7, -8, -14, -5, 0.96, 0.93, 4
CCOC(=O)c1ccccc1NC(=O)CSc1nc2ccccc2o1
  0, 0, 2, -3, -3, 1, 1, -1
O=C(CSc1ccccc1C(=O)O)NC1CCCCCCC1
  2, 2, 3, -16, -3, 1, 0.98, -1
COc1ccc(S(=O)(=O)/C(C#N)=C/Nc2ccc(NC(C)=O)cc2)cc1
  -5, 6, -3, 15, -12, 0.97, 0.94, 3

Single records, as listed above:
Results for CC(NS(=O)(=O)c1cccc(S(=O)(=O)c2ccccc2)c1)C(=O)O (stereo not given) = A3A deaminase = -2; hIAP inh = 4; HKDC1 inh = -7; PfG6PD inh = -15; ATG4B inhibitor = 11; mIAP act = 1.1; hIAP activ = 0.96; mIAP inh = -7
Results for COc1ccc(S(=O)(=O)/C(C#N)=C/Nc2ccc(NC(C)=O)cc2)cc1 = A3A deaminase = -5; hIAP inh = 6; HKDC1 inh = -3; PfG6PD inh = 15; ATG4B inhibitor = -12; mIAP act = 0.97; hIAP activ = 0.94; mIAP inh = 3

Continued.
Values run as follows: A3A deaminase, hIAP inh, HKDC1 inh, PfG6PD inh, ATG4B inhibitor, mIAP act, hIAP activ, mIAP inh
COc1ccc(N(C2=NCCCS2)S(=O)(=O)c2ccc(C(C)(C)C)cc2)cc1
  1, -1, -3, -14, 3, 0.93, 1, 7
CCOC1(OCC)N=C(N)C2(C#N)C(c3cccc(OC)c3OC)C12C#N (stereo not given)
  -14, -4, -3, -5, 3, 0.96, 1, 4
COc1ccc(CNC(=O)C[C@H]2C[C@H](C(=O)N3CCCCC3)[C@@]3(C)c4[nH]c5cc(CCC(=O)N(C)C)ccc5c4CCN3C2=O)cc1OC
  3, nt, -3, -5, 0, 0.96, nt, 4
CC(=O)Nc1cccc(NC(=O)c2cc(-c3cccnc3)nc3ccc(Br)cc23)c1
  -3, -4, -7, 20, -19, 0.81, 1, 19
COc1ccc(CC(=O)NNC(=O)c2nn(Cc3ccccc3)c(=O)c3ccccc23)cc1OC
  -6, -68, -5, -9, -1, 0.98, 1.7, 2
CC(OC(=O)c1cc(S(=O)(=O)N2CCOCC2)ccc1F)C(=O)NCc1ccc2c(c1)OCO2 (stereo not given)
  1, -18, -3, -7, -7, 1, 1.2, -2
Nc1ncc(Br)cc1N=Cc1ccccc1
  -1, 8, 10, 89*, 6, 0.81, 0.92, 19
Oc1c(C(c2cccs2)N2CCN(c3ccc(F)cc3)CC2)sc2ncnn12 (stereo not given)
  -1, -4, -1, -4, -5, 0.92, 1, 8
Nn1c(SCC(=O)NCc2ccc3c(c2)OCO3)nnc1C(F)(F)F
  -1, 9, 4, 11, 2, 1.1, 0.91, -5
COCCCn1c(-c2cccs2)nc2nc3ccccc3nc21
  -3, -2, 0, 17, 0, 1, 1, 0
COC(=O)c1[nH]c2ccc(C)cc2c1NC(=O)Nc1ccc(OC)cc1
  -2, 22, 7, -23, 0, 0.97, 0.78, 3
CCN1C(=O)OC2(CCCCC2)C1(C)O (stereo not given)
  -5, 5, nt, nt, nt, 1, 0.95, -1
CC(C)(C)c1ccc(C(=O)OCC(=O)NCc2ccco2)cc1
  -3, -1, 1, 11, -4, 0.99, 1, 1
O=C(CN1C(=O)/C(=C/c2ccccc2)Sc2ccccc21)NCCCN1CCOCC1
  -3, -15, 2, 8, -6, 0.99, 1.1, 1
COCCN(C(=O)CNC(=O)c1ccco1)C(C(=O)NC1CCCC1)c1ccc(F)cc1 (stereo not given)
  -4, -22, -7, -9, 2, 1.1, 1.2, -11
CC(=O)OCCc1c(C)nc2nc[nH]n2c1=O
  8, 4, -1, -3, -10, 0.86, 0.96, 14
O=C(Cn1c(=O)oc2ccccc21)Nc1n[nH]c(=S)s1
  -7, 10, -5, 38, -8, 1.1, 0.9, -9
C#CCOCCOCCOCCNc1nc(N2CCN(C(=O)[C@H](CCC(=O)O)n3cc(CN)nn3)CC2)nc(N2CCN(C(=O)[C@H](CCC(=O)O)n3cc(CN)nn3)CC2)n1
  -4, 2, -2, 1, -8, 0.93, 0.98, 7
COc1cccc2[nH]c(C(=O)NCC3CCCO3)cc12 (stereo not given)
  1, -27, 2, -10, 12, 1, 1.3, -1
Cc1cccc(C(=O)N2c3ccccc3C(=O)OC2c2ccc3c(c2)OCO3)c1 (stereo not given)
  -6, 3, 2, 13, -3, 0.9, 0.97, 10
CCN(CC)S(=O)(=O)c1cccc(NC(=O)COC(=O)c2cc(=O)c3ccccc3o2)c1
  7, -9, -10, 3, -7, 0.99, 1.1, 1
COc1ccc(S(=O)(=O)N(C)C)cc1NC(=O)CN1C(=O)NC2(CCCC2)C1=O
  12, -10, 0, 6, -10, 1.1, 1.1, -10
COCCNc1cc(N)c([N+](=O)[O-])cc1[N+](=O)[O-]
  -5, 2, -6, 5, 2, 0.9, 0.98, 10
CC1CCC(NC(=O)c2cc3ccccc3cc2O)CC1 (stereo not given)
  -1, 11, 2, 24, -1, 0.85, 0.89, 14
COCCn1c(=NC(=O)/C=C/c2cccs2)sc2cc(NC(C)=O)ccc21
  1, 7, -2, -16, -4, 0.9, 0.93, 10
O=C(COC(=O)c1cc(Cl)ccc1O)NCCNC(=O)COC(=O)c1cc(Cl)ccc1O
  14, 0, -5, -16, -3, 0.99, 1, 1
CC(C)CCN(CCC(C)C)CC(O)Cn1c2ccccc2c(=O)c2ccccc21 (stereo not given)
  0, 5, 3, 21, -3, 0.94, 0.95, 6
CCOC(=O)C1CCN(C(=O)COC(=O)CSc2ccc(C(N)=O)cc2[N+](=O)[O-])CC1
  -2, -26, -1, -55, -1, 0.99, 1.3, 1
O=C(NNC(=O)c1ccccc1F)C1=NN(c2ccccc2)C(=O)CC1
  0, -63, -6, 4, 2, 0.98, 1.6, 2
O=C(Nc1ccccc1)C1CC(O)CN1S(=O)(=O)c1ccc([N+](=O)[O-])cc1 (stereo not given)
  2, 18, -2, 22, -16, 1, 0.82, -1
Cc1[nH]n(-c2ccccc2)c(=O)c1C(C[N+](=O)[O-])c1ccccc1Cl (stereo not given)
  -5, -1, 1, 0, -4, 1.1, 1, -14
Cn1ccc(C(=O)Nc2sc3c(c2C#N)CCC3)n1
  4, -21, 2, -5, 1, 1, 1.2, -1
Cc1ccc(NC(=O)Nc2ccccc2C(=O)NCc2ccccc2)cc1
  0, 6, -4, -3, -7, 1.1, 0.94, -11
Cc1ccccc1C(=O)Nc1nnc(SCC(=O)NCc2ccco2)s1
  1, 25, 3, -11, -9, 0.95, 0.75, 5
Cc1cccc2nc3ccccc3nc12
  -4, 3, 5, -7, -6, 1.1, 0.97, -13
Cc1ccc(C(=O)NC(NCC2CCCO2)C(Cl)(Cl)Cl)cc1 (stereo not given)
  5, -8, -7, -12, 0, 1.1, 1.1, -11
CCCN1CCC(NC(=S)Nc2cccc(Cl)c2Cl)CC1
  -3, 0, 4, 3, -2, 1.2, 1, -20
O=C1CSC(=O)N1CC(O)COc1ccc(Cl)cc1 (stereo not given)
  -4, -11, -1, 0, 2, 1.1, 1.1, -10
C=CCN(c1ccccc1C(=O)NCC(=O)O)S(=O)(=O)c1ccccc1C
  5, -4, -5, -14, 2, 1, 1, -1
Cc1ccc(S(=O)(=O)c2nc(-c3ccco3)oc2SC(C)C)cc1
  6, 15, 2, 12, 6, 0.85, 0.85, 15
COc1ccc(/C=N/NC(=O)c2ccc3ccccc3c2)cc1OS(=O)(=O)c1ccc(NC(C)=O)cc1
  -2, 7, 9, -14, -52, 0.92, 0.93, 8
CCc1ccc2oc(=O)cc(CN3CCN(c4ccc(F)cc4)CC3)c2c1
  -1, -19, -4, 1, -4, 0.96, 1.2, 4
O=c1c2ccccc2nnn1CSc1ccc2ccccc2n1
  2, 24, -4, 0, 18, 0.89, 0.76, 11
COc1ccc2[nH]c(=O)c(CN(Cc3ccc(C)cc3)Cc3nnnn3CC3CCCO3)cc2c1 (stereo not given)
  3, -1, -3, -6, -6, 0.96, 1, 4
COc1ccc(C(C)(C)C)cc1NC(=O)COC(=O)c1ncc(Cl)c(Cl)c1Cl
  1, -2, -6, -9, 17, 0.97, 1, 3
CCOC(=O)N1CCN(S(=O)(=O)c2cc(Cl)ccc2Cl)CC1
  -4, -27, -5, -6, -7, 1, 1.3, -3
CC(=O)N1c2ccc(S(=O)(=O)NCCC(=O)Nc3ccc(F)cc3C)cc2CC1C (stereo not given)
  4, -2, 2, -11, -1, 0.9, 1, 10
COc1ccc(CCNc2cc(N3CCN(C(=O)c4ccccc4OC)CC3)ccc2[N+](=O)[O-])cc1OC
  6, 28, -2, 23, -12, 0.85, 0.72, 15
CCc1nc(SCC(=O)N2CCN(C(=O)c3ccco3)CC2)c2c3c(sc2n1)CCCC3
  -2, -9, 3, 8, 44*, 0.94, 1.1, 6
N=C1/C(=C\c2ccc(OC(=O)c3ccccc3Cl)cc2)C(=O)N=C2SC(N3CCOCC3)=NN12
  -2, -7, 17, -34, 58*, 0.94, 1.1, 6
COc1ccc(Cl)cc1S(=O)(=O)Nc1ccc(Cl)cn1
  1, 11, 3, -7, 8, 1, 0.89, 0
O=C(Nc1nccs1)C1CCN(S(=O)(=O)c2cnc[nH]2)CC1
  2, 5, -5, -14, -2, 0.9, 0.95, 10
CCOc1cc(CNS(=O)(=O)c2ccc3c(c2)CC(=O)N3C)cc(OCC)c1OCC
  -1, -2, 0, 10, -7, 0.91, 1, 9
COc1ccccc1NC(=O)C(C)N(C)CCOc1ccccc1 (stereo not given)
  -4, 5, 5, -19, 2, 1, 0.95, -2
